# From PubChem BioAssay
# PrPC TRFRET = inhibitors of human cell surface prion protein PrPC, primary screen, cell-based, TR-FRET; Major prion protein (Homo sapiens), P04156; TR-FRET read-out; inhibition, % at 13.8 µM; 370,000 tested, 0.43% active; in the data active means inhibition above about 24%; further: 0% = median of the test wells and 100% = reference compound wells
# Anthrax LF inh2 = Bacillus anthracis LF protease inhibitors, primary screen, biochemical, multiplex microsphere, MLPCN library. Lethal factor (Bacillus anthracis), P15917. multiplex microsphere protease cleavage assay. inhibition, % at 10 µM. 360,000 tested, 0.12% active; further: plate controls were buffer without enzyme for full effect and enzyme alone for no effect
# Target sequence (P15917 whole entry, looked up): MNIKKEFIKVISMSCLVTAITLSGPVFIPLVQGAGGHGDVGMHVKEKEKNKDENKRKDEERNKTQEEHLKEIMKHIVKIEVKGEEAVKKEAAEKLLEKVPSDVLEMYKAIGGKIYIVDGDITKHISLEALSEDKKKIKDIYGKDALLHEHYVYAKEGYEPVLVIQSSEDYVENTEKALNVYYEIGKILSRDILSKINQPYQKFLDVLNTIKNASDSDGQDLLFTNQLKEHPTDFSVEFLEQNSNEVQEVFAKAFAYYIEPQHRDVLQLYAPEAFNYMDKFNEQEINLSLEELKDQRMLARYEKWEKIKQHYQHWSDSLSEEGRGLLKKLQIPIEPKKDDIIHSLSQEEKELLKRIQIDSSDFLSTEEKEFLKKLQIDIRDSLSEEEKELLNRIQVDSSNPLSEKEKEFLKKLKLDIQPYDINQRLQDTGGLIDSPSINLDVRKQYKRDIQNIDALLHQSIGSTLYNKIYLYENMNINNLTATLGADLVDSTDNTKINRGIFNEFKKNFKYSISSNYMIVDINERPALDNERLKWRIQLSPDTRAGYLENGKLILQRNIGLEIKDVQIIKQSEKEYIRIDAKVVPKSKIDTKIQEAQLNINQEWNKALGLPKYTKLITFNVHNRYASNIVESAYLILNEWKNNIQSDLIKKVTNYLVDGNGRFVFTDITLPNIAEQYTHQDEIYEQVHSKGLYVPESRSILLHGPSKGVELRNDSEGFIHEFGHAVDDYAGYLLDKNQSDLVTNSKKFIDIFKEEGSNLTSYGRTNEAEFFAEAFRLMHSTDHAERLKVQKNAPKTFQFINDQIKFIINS
# BoNT F protease = BoNT/F light chain protease inhibitors, primary screen, biochemical, flow cytometry, MLPCN library; Botulinum neurotoxin type F light chain protease (Clostridium botulinum); Multiplex microsphere protease cleavage assay; inhibition, % at 10 µM; 360,000 tested, 0.22% active; in the data active means inhibition above about 35%, passing the limit was not always enough; inconclusive means no clear call, values can overlap the other calls; further: plate controls were buffer without enzyme for full effect and enzyme alone for no effect
# FadD28 FP inh = inhibitors of FadD28 bisubstrate probe binding, primary screen, biochemical, fluorescence polarization, single point. Mycobacterium tuberculosis FadD28 fatty-acid-AMP ligase. inhibition, % at 12.5 µM. 360,000 tested, 0.22% active. AID 588549, 2011; in the data active means inhibition above about 8.5%, passing the limit was not always enough; inconclusive means no clear call, values can overlap the other calls
# BoNT A protease = BoNT/A light chain protease inhibitors, primary screen, biochemical, flow cytometry, MLPCN library; Botulinum neurotoxin type A light chain protease (Clostridium botulinum A str. ATCC 3502); multiplex microsphere protease substrate cleavage; inhibition, % at 10 µM; 360,000 tested, 0.17% active; further: plate controls were buffer without enzyme for full effect and enzyme alone for no effect
# Y pestis TopoI = Yersinia pestis topoisomerase I inhibitors, primary screen, biochemical, cleavage product accumulation, plate reader, single point; Y. pestis Topo-I cleavage product accumulation; DNA topoisomerase I (Yersinia pestis CO92); 360,000 tested, 0.064% active; AID 504884, 2011; activity, % at 10 µM; in the data active means activity above about 50%, passing the limit was not always enough; inconclusive means no clear call, values can overlap the other calls; further: inactives centre near 2
# CCHF vOTU inh = CCHFV vOTU protease inhibitors, primary screen, biochemical, Pep-AMC substrate, fluorescence. Crimean-Congo hemorrhagic fever virus L polyprotein viral ovarian tumor (vOTU) protease …. inhibition, % at 11.5 µM. 370,000 tested, 0.55% active; in the data active means inhibition above about 30%; further: 0% = vehicle wells with enzyme and 100% = no enzyme wells
# TcdB GH inh = TcdB glycohydrolase inhibitors, primary screen, biochemical, single point, plate reader | TcdB glycohydrolase enzymatic assay | inhibition, % at 9.99 µM | 350,000 tested, 0.24% active | AID 652162, 2013; in the data active means inhibition above about 10%
# PfHsp40 rescue = rescue of yeast from PfHsp40 toxicity, primary screen, S. cerevisiae, ATP luminescence; growth rescue, % at 12.5 µM; 340,000 tested, 0.68% active; S. cerevisiae expressing PfHsp40, growth rescue; AID 504582, 2011; in the data active means growth rescue above about 28%, passing the limit was not always enough; inconclusive means no clear call, values can overlap the other calls;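 further: yeast W303a lacking pdr1 and pdr3 grown in galactose medium; growth measured after three days at 30 °C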
# * = called active by the depositor; ? = inconclusive; nt = not tested or not shown. Unless noted, no stated cut-off is given here; in the data, active means inhibition above about 30%; inconclusive means no clear call, values can overlap the other calls; inactive means below that.
SMILES,PrPC TRFRET,Anthrax LF inh2,BoNT F protease,FadD28 FP inh,BoNT A protease,Y pestis TopoI,CCHF vOTU inh,TcdB GH inh,PfHsp40 rescue
COCCN(Cc1ccccc1)C(=O)c1cccc(S(=O)(=O)N2CCN(Cc3ccccc3)CC2)c1,0,3,2,-1.0,0.2,-1,8,-1.2,nt
COc1ccc(N2CC(C)Cn3c2nc2c3c(=O)[nH]c(=O)n2C)cc1 (stereo not given),0,1,-2,-2.3,0.6,3,4,nt,0.5
Cc1ccnc(NC2(C(F)(F)F)N=C3SCCN3C2=O)c1 (stereo not given),10,-3,0,-4.0,-0.1,5,-4,1.2,0.4
CC/C(Cc1ccccc1)=N/NC(=O)CCn1nnc2ccccc21,-7,0,-3,0.7,-0.4,2,-6,0.4,-0.3
Cc1nc2c(o1)CCc1ccccc1C2O (stereo not given),-3,-2,0,-3.9,-0.1,0,-8,nt,-1.5
Cc1c([C@@H]2C[C@H]3CN(Cc4cccc(Cl)c4)C(=O)[C@]34CCCN24)cnn1C,-15,-1,-1,0.3,-1.3,8,13,1.0,0.1
Cc1ccc(S(=O)(=O)Oc2cccc([N+](=O)[O-])c2)cc1,-14,-10,-4,-1.6,0.2,2,-5,4.2,-1.1
CC(=O)Nc1ccc(N2CCN(Cc3ccccc3F)CC2)cc1,0,-11,-6,-0.8,-0.2,-10,2,nt,0.4
O=C(c1ccc(NC(=S)NCc2ccco2)cc1)N1CCCCC1,-3,-3,-8,1.5,0.1,4,-5,1.0,-1.1
CC(=O)Nc1cc(-c2ccccc2)cn2c(-c3ccc(F)cc3)cnc12,-4,-9,1,-5.0,-0.3,6,-10,-0.3,nt
CC(C(=O)N1CCc2ccccc21)N1CCN(S(=O)(=O)c2ccc3c(c2)OCCCO3)CC1 (stereo not given),-3,1,3,-2.2,0.1,20,-1,0.0,0.6
COCc1ccc(CN2CCCC(C(=O)c3sccc3C)C2)o1 (stereo not given),-4,5,-2,-0.5,-1.0,8,0,0.5,0.2
Cc1nc(-c2ccccc2)c(Cc2ccccc2O)c(=O)[nH]1,-1,-14,?,-4.5,-8.7,2,-10,2.2,0.7
Cc1oc2c(CN3CCC(C)CC3)c(O)ccc2c(=O)c1-c1ccccc1,5,-7,17,-1.1,-1.8,-3,-127,-0.3,-0.8
Cc1ccc(S(=O)(=O)Nc2ccccc2N=Cc2c(F)c(F)c(F)c(F)c2F)cc1,2,-6,-12,-0.8,-0.4,0,3,1.2,-0.7
O=[N+]([O-])c1cc(C(F)(F)F)ccc1N1CCN(CCO)CC1,-31,6,0,-4.1,0.3,7,0,0.6,-1.5
CCOc1ccc(CN(Cc2ccco2)S(=O)(=O)c2ccc(-n3cnnn3)c(OC)c2)cc1,2,-7,-12,1.1,-0.6,3,8,nt,1.4
CCOC(=O)C1CCN(C(=O)Nc2ccc(Cl)cc2Cl)CC1,2,-1,2,-2.0,-0.2,-2,4,1.2,-0.7
O=c1[nH]c(SCc2c(Cl)cccc2Cl)nc2ccccc12,1,1,-4,-1.6,-0.6,0,5,0.7,-0.3
Cc1nc2cc(N)ccc2n1C1CCCCC1,6,-9,-11,-0.9,-0.1,2,-1,2.6,0.2
COc1ccc(Cn2nnnc2CN(Cc2cc3cccc(C)c3[nH]c2=O)C2CCCC2)cc1,-4,2,4,-0.8,1.2,-3,-19,1.4,-1.0
O=C(Cn1nc(-c2cccc([N+](=O)[O-])c2)c2ccccc2c1=O)NCC1CCCO1 (stereo not given),-15,3,-2,-2.4,-0.4,0,5,0.7,0.0
CC(=O)C1C(c2ccc(F)cc2)NC(=O)NC1(O)C(F)(F)F (stereo not given),nt,0,-11,0.9,-0.5,-1,nt,nt,-0.1
CC(=O)c1cccc(NC(=O)COc2ccc3oc(=O)cc(C)c3c2)c1,4,-7,-11,0.5,-0.5,7,-9,0.1,1.5
CC(OC(=O)Cc1c[nH]c2ccccc12)C(=O)NC1(C#N)CCCCC1 (stereo not given),-1,5,-3,4.6,-0.6,10,10,0.1,0.0
# (list continues)
SMILES,PrPC TRFRET,Anthrax LF inh2,BoNT F protease,FadD28 FP inh,BoNT A protease,Y pestis TopoI,CCHF vOTU inh,TcdB GH inh,PfHsp40 rescue
CC1CN(C(=O)c2ccn(C)n2)CC(C)O1 (stereo not given),4,7,-2,-0.8,-0.6,2,-7,0.3,3.6
O=C(NCCCN1CCCCC1)c1ccc2c(=O)n(CCc3ccccc3)c(=O)[nH]c2c1,2,-1,-8,-1.2,0.2,5,-14,nt,-0.3
Cc1ccc2c(C)c(C(=O)Nc3cccnc3)oc2c1C,-10,17,?,-4.7,-4.6,-4,8,0.3,-0.5
O=C(Nc1cccc(NC(=O)c2ccco2)c1)c1cnccn1,-2,-4,-6,-1.0,?,1,8,1.2,-0.1
CCCCC(OC(=O)CN1C(=O)COc2ccccc21)C(=O)NC1CCCCC1 (stereo not given),9,10,14,2.4,-3.4,-4,9,0.9,0.9
Cc1ccccc1S(=O)(=O)NC1OC(=O)C(Oc2ccccc2)=C1Br (stereo not given),2,-7,0,-2.8,-0.6,2,8,-0.1,0.7
Clc1ccc2c(NCc3ccccn3)ncnc2c1,-1,-4,3,-1.8,0.0,-5,11,nt,0.0
Cc1ccc(SCC(=O)N2CCN(c3ccccn3)CC2)cc1,5,-2,6,-2.8,-0.5,11,2,1.3,0.9
Cc1cccc(C(=O)N(Cc2cccs2)C2CCS(=O)(=O)C2)c1 (stereo not given),2,2,-2,-2.7,-0.8,-2,-11,1.1,0.2
O=C(NCC(c1ccco1)N1CCc2ccccc2C1)C(=O)Nc1cc(F)ccc1F (stereo not given),9,2,1,-4.6,-1.7,16,12,-1.0,0.2
OCCCC1CCCCN1Cc1nc(Cc2ccccc2Cl)no1 (stereo not given),-1,-4,-4,-3.4,-0.5,3,-3,0.5,-1.7
Cc1csc(NC(=O)c2cccc(C)c2C)n1,7,-3,-3,0.4,-0.9,5,7,nt,-0.8
CC(C)n1c(O)c(N=NC(=O)CNC(=O)Cc2ccc(Cl)cc2)c2ccccc21,4,0,5,-4.4,0.8,9,14,-2.1,0.2
COc1cccc(CN2CCC(C(=O)N3CCN(Cc4ccc5c(c4)OCO5)CC3)CC2)c1OC,-7,-5,-5,-3.1,-0.3,4,-8,-2.2,-0.1
CC(C)CCn1nnnc1CN1CCN(C(c2ccccc2)c2ccccc2)CC1,5,-5,-8,-4.7,-3.3,35,25,0.9,-0.4
COCCCNC(=O)c1ccc2c3c(onc13)-c1ccccc1C2=O,nt,0,-16,0.6,12,-12,nt,nt,1.9
Cc1cccc2[nH]c3c(N4CCN(C(=O)c5ccco5)CC4)ncnc3c12,nt,-3,-8,-1.1,-2.6,0,nt,nt,0.0
Cc1cc(OCCCC(=O)NCCc2nnc3ccccn23)ccc1Cl,-5,-4,4,-1.7,-0.1,-1,-4,0.6,0.0
CN(C)CCN=c1cc(-c2ccccc2)oc2ccc(Cl)cc12,-4,-2,0,-5.3,0.2,3,-7,0.1,-0.7
CC(C)COP(=O)(OCC(C)C)C(Nc1ccccc1)c1ccccc1 (stereo not given),13,-2,-1,-1.4,-1.0,36,11,2.3,1.7
Cc1cc(OCC(=O)N2CCCN(C)CC2)ccc1Cl,-2,0,3,1.0,1.5,5,12,0.9,-0.9
Cc1ccc(NC(=S)NCc2ccccc2)cc1S(=O)(=O)N1CCCCC1,6,-4,1,3.3,-1.3,6,12,0.6,-1.6
CCN(CC)C(=O)CSc1nc(COc2ccccc2)nc2ccccc12,-6,-23,?,-0.7,-1.2,0,2,0.9,0.6
O=C(Cc1c(F)cccc1Cl)Nc1nccs1,-1,0,-36,-1.1,-1.9,7,6,0.1,0.6
CCn1cnc2cc(NC(=O)c3cccs3)ccc21,-6,-5,-9,-2.0,-0.3,-3,6,0.7,-2.3
# (further entries)
SMILES,PrPC TRFRET,Anthrax LF inh2,BoNT F protease,FadD28 FP inh,BoNT A protease,Y pestis TopoI,CCHF vOTU inh,TcdB GH inh,PfHsp40 rescue
Cc1ccccc1NC(C)C(=O)N/N=C/c1ccccc1OCc1cccc(Br)c1 (stereo not given),9,nt,nt,-1.8,nt,6,18,nt,35*
COCc1ccc(C(=O)Nc2ccccc2C(=O)NCc2cccnc2)cc1,2,-2,3,-3.5,-0.6,-3,0,0.3,0.1
CCOC(=O)c1c(NC(=O)Cn2nc(C(=O)O)c3ccccc3c2=O)sc2c1CCC(C)C2 (stereo not given),4,nt,nt,-1.7,nt,-4,16,1.5,0.1
C[n+]1cccc2cccc([O-])c21,-7,-16,-20,-4.0,-1.9,-6,58*,-1.9,0.9
Cc1ccc(C)c(NC(=O)C2CCCN2/C=C/C(=O)C(F)(F)F)c1 (stereo not given),-6,0,3,-3.4,0.0,-5,24,nt,-1.9
COc1ccc(Cl)cc1N1CC(c2nc3ccccc3[nH]2)CC1=O (stereo not given),-1,-9,1,-0.9,-0.7,-2,-4,0.1,0.0
CCC(C)NS(=O)(=O)c1ccc(OCC(=O)N2CCC(C)CC2)cc1 (stereo not given),8,-2,1,-1.6,0.1,2,6,0.9,0.0
O=C(NNS(=O)(=O)c1ccccc1Cl)c1nn(-c2ccc(F)cc2)ccc1=O,1,-18,?,-0.9,?,3,-3,-7.9,-0.2
CCN(CC)CCCN(C(=O)Cn1nnc(-c2ccc(OC)c(OC)c2)n1)C(C(=O)NC(C)(C)C)c1ccc(F)cc1 (stereo not given),-6,2,3,-0.9,0.6,-14,4,-0.2,0.5
OCCN(CCO)c1ccc(C(c2ccc(Cl)cc2)c2ccc(N(CCO)CCO)cc2Cl)c(Cl)c1,-5,-4,-11,-0.7,0.0,3,9,-0.6,-0.8
Cc1ccc(S(=O)(=O)N2CCC(C(=O)OC(C)C(=O)N(C)c3ccccc3)CC2)cc1C (stereo not given),9,0,-9,-3.3,0.0,13,-2,-0.4,-1.2
C=C(C)C(=O)Nc1ccc(OC(F)(F)C(F)F)c(NC(=O)C(=C)C)c1,3,-8,-10,-1.4,0.6,-2,3,nt,15
Cc1cc(C)c(NC(=O)COC(=O)C2CCCCC2)c(C)c1,1,-8,4,-3.4,0.9,-6,-8,1.5,13
Cc1cc(C)c(C(N)=O)c(Nc2ccc3c(c2)OCCO3)n1,11,0,-52,-1.2,-2.1,-2,22,nt,-1.8
COC(C(=O)Nc1ccnn1C1CCN(C(=O)c2ccc(C=O)cc2)CC1)c1ccccc1 (stereo not given),4,2,0,-1.5,0.1,0,13,-1.1,9.4
CC(=O)N1CCN(S(=O)(=O)c2ccc(S(=O)(=O)NC3CCCCC3)cc2)CC1,7,2,4,-3.1,-1.1,-5,-5,5.5,-0.3
Cc1c(S(=O)(=O)N2CCN(C(c3ccccc3)c3ccccc3)CC2)c(=O)n(C)c(=O)n1C,-3,-7,-3,-6.5,0.3,20,11,0.7,-0.1
COC1C=CC(CNC(=O)c2cc3c(=O)n4cccc(C)c4nc3n2C)(OC)O1 (stereo not given),-9,2,1,-0.1,0.0,-1,-26,0.3,1.4

# Four consecutive records from above, quoted:
SMILES,PrPC TRFRET,Anthrax LF inh2,BoNT F protease,FadD28 FP inh,BoNT A protease,Y pestis TopoI,CCHF vOTU inh,TcdB GH inh,PfHsp40 rescue
COC(C(=O)Nc1ccnn1C1CCN(C(=O)c2ccc(C=O)cc2)CC1)c1ccccc1 (stereo not given),4,2,0,-1.5,0.1,0,13,-1.1,9.4
CC(=O)N1CCN(S(=O)(=O)c2ccc(S(=O)(=O)NC3CCCCC3)cc2)CC1,7,2,4,-3.1,-1.1,-5,-5,5.5,-0.3
Cc1c(S(=O)(=O)N2CCN(C(c3ccccc3)c3ccccc3)CC2)c(=O)n(C)c(=O)n1C,-3,-7,-3,-6.5,0.3,20,11,0.7,-0.1
COC1C=CC(CNC(=O)c2cc3c(=O)n4cccc(C)c4nc3n2C)(OC)O1 (stereo not given),-9,2,1,-0.1,0.0,-1,-26,0.3,1.4

# Rows are unselected. Share with any hit: about 2.3%.
